Compound activity from PubChem.
GRP78 ERSR act – qHTS for Inducers of the Endoplasmic Reticulum Stress Response (ERSR) in Human Glioma: qHTS; Potency, µM, without a hit: at the highest dose activation, hits mostly activators; U87-MG GRP78 promoter luciferase reporter, 16 h; 420,000 compounds, 0.02% hits; further: potency means the concentration at half of the fitted maximal effect; series mostly up to about 76 µM; % of control where 0% means no effect; nearly all actives have a fitted effect of over 35% in size
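ERSR induction read as luciferase luminescence (Bright-Glo, 10 min at room temperature) in stably transfected human U87-MG glioma cells exposed to compounds for 16 h, using GRP78 as sensor.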
Anesthetic bind – qHTS Assay for Identification of Novel General Anesthetics. Ferritin light chain (Equus caballus), P02791. apoferritin/1-aminoanthracene competitive binding, fluorescence. Potency, µM (highest dose often 77.5 µM), inactives show at the top dose activity change, negative = displacement, most hits filed as inhibitors. 350,000 compounds, 0.074% hits; further: potency means the concentration at half of the fitted maximal effect; on the % scale 0 is the no-effect control and ±100 the full control effect; nearly all actives have a fitted effect of over 20% in size
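Steps: apoferritin (10 uM) was premixed with half-saturated 1-AMA in PBS, compounds were pin-transferred, plates stood 10 min at room temperature, fluorescence was read at 380/535 nm, and curves were fitted with a Hill equation.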
APEX1 inh – qHTS Assay for Inhibitors of the Human Apurinic/apyrimidinic Endonuclease 1 (APE1); DNA repair nuclease/redox regulator APEX1 (Homo sapiens), P27695; recombinant APE1, TAMRA/BHQ-2 abasic DNA cleavage fluorescence; Potency, µM (top dose mostly 65.8 µM), inactives show at the highest dose activity change, negative = inhibition, actives largely listed as inhibitors; 350,000 compounds, 0.35% hits; AID 2517, 2012;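 further: potency means the concentration at half of the fitted maximal effect; plate controls were vehicle for no effect and reference inhibitor for full effect; nearly all actives have a fitted effect of over 55% in size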
Target sequence (P27695 whole entry, looked up): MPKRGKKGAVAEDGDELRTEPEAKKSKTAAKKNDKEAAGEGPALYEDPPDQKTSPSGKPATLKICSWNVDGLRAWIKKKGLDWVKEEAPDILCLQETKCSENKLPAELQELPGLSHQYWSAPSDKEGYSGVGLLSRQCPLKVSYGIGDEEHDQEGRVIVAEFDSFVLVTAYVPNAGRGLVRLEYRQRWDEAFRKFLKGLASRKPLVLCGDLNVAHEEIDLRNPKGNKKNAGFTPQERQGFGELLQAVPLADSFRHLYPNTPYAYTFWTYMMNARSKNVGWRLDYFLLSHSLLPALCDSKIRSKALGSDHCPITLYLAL
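Measures dequenching upon AP-site incision of a 5'-TAMRA/3'-BHQ-2 THF-containing duplex, 50 nM; human APE1 0.75 nM after 15 min room-temperature exposure to compound; kinetic three-point read at one-minute spacing.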
POLI inh – qHTS for Inhibitors of Polymerase Iota; DNA polymerase iota (Homo sapiens), Q9UNA4; 390,000 compounds, 1% hits; Pol iota fluorescent replication assay, 10 min; AID 588590, 2011; Potency, µM (doses to about 115 µM), inactives show at the highest dose activity, negative = inhibition, usual class: inhibitors; further: potency means the concentration at half of the fitted maximal effect
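Pol iota at 10 nM preincubated 15 min with compounds at room temperature; reaction started with fluorescent substrate, 50 nM final. Fluorescence read kinetically at 0 and 10 min; buffer-only wells as negative control.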
LDHA inh – qHTS assay for inhibitors of human lactate dehydrogenase; AID 1347041, 2019; activity change, % (values are at about 110 or 230 µM); 480,000 compounds, 0.15% hits; purified LDHA, NADH/diaphorase-resazurin fluorescence; stronger effect = lower value; in the data active means activity change below about -30%; inconclusive means mostly about -25% to -30%;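 further: plate controls were DMSO wells for no effect and wells without enzyme for full effect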
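LDH5 2 nM; NADH 0.06 mM, pyruvate 0.2 mM; 200 mM Tris pH 7.4, EDTA, Tween-20; 5 min RT. Detection: diaphorase 0.133 mg/mL + resazurin 37 µM, fluorescence ex540/em590 at 0 and 20 min; normalized to enzyme-free and DMSO wells.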
Pol eta inh – qHTS for Inhibitors of Polymerase Eta; recombinant Pol eta, fluorescent DNA replication assay; Potency, µM (series often up to 114 µM), for inactives: at the highest dose activity change, negative = inhibition, hits mostly inhibitors; 390,000 compounds, 1.2% hits; AID 588591, 2011; further: potency means the concentration at half of the fitted maximal effect; on the % scale 0 is the no-effect control and ±100 the full control effect
Target sequence (Q9Y253 whole entry, looked up): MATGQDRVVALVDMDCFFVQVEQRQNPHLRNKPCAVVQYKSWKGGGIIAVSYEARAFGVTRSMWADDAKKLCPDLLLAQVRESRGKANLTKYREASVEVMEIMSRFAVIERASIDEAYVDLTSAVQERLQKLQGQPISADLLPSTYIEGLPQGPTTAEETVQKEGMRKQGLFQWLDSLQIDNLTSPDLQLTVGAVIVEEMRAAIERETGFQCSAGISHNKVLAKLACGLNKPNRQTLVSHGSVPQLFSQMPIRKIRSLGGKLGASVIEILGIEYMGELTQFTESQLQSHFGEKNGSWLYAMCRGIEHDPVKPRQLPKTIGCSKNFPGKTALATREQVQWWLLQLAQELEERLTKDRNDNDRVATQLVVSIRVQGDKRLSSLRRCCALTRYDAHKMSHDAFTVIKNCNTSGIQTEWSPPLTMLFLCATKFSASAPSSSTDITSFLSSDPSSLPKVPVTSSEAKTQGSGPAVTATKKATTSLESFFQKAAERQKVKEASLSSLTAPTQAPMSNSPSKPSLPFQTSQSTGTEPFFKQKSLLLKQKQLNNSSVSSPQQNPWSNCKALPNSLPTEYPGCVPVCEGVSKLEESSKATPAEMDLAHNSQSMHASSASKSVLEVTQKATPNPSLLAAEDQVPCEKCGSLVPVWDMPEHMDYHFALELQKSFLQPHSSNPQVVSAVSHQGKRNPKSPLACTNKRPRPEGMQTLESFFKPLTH
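Pol eta (10 nM) was preincubated with compounds for 15 min at room temperature, after which fluorescent replication substrate (50 nM final) was added to start the reaction. Fluorescence was read kinetically at 0 and 10 min.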
Pol kappa inh – qHTS for Inhibitors of Polymerase Kappa. 400,000 compounds, 0.53% hits. Potency, µM (series often up to 107 µM), for the others: at the highest dose activity, negative = inhibition, most hits filed as inhibitors. purified Pol kappa, fluorescent DNA synthesis assay, 10 min. DNA polymerase kappa (Homo sapiens), Q9UBT6; further: potency means the concentration at half of the fitted maximal effect; on the % scale 0 is the no-effect control and ±100 the full control effect
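Kinetic fluorescence screen: compound preincubated 15 min RT with 10 nM enzyme; 50 nM substrate (final) initiates; reads at 0/10 min.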
Pol beta inh – qHTS Assay for Inhibitors of DNA Polymerase Beta. P06746. Pol beta primer extension/strand displacement, fluorescence kinetic. Potency, µM (top dose mostly 114 µM), without a hit: at the highest dose activity change, negative = inhibition, hits mostly inhibitors. 340,000 compounds, 1.3% hits. AID 485314, 2010; further: potency means the concentration at half of the fitted maximal effect; on the % scale 0 is the no-effect control and ±100 the full control effect
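Enzyme-only controls used 10 nM Pol beta; buffer lacking enzyme served as negative control. Compound preincubated 15 min, then 50 nM substrate added; 0 and 10 min reads at room temperature.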
BLM helicase inh – qHTS Assay for Inhibitors of Bloom's syndrome helicase (BLM); RecQ-like DNA helicase BLM (Homo sapiens), P54132; recombinant BLM DNA unwinding, fluorescence dequenching; Potency, µM (top dose mostly 56.1 µM), for the others: at the top dose activity change, negative = inhibition, hits mostly inhibitors; 350,000 compounds, 0.2% hits; AID 2528, 2010;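 further: potency means the concentration at half of the fitted maximal effect; plate controls were vehicle for no effect and no enzyme for full effect; nearly all actives have a fitted effect of over 35% in size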
* marks the source's active call; other numbers are inactive results; ? = inconclusive; · = no result given; [ ] = dose if it differs, or a comment. Unless noted, the call rests on the fitted dose curve; in most records, active means well fitted curve in the direction sought with a large enough effect; inconclusive means small, poorly fitted or top-dose-only effect, or another doubt; inactive means no such curve, though single readings can be large; an effect the other way counts as inactive or inconclusive.

SMILES | GRP78 ERSR act | Anesthetic bind | APEX1 inh | POLI inh | LDHA inh | Pol eta inh | Pol kappa inh | Pol beta inh | BLM helicase inh
COC(=O)COc1ccc(-c2nnc(Nc3ccc(O)cc3)c3ccccc23)cc1 | -11% | ? | · | 6% | 2 | -6% | -12% | 7% | -7%
COc1cccc(NC(=O)c2oc3ccccc3c2NC(=O)C2CCCCC2)c1 | -3% | -12% | · | 0% | -2 | -16% | -14% | 1% | -7%
N#Cc1nc(-c2cccs2)oc1NCC1CCCO1 (stereo unspecified) | -1% | 0% | -1% | -20% | 3 | -2% | -3% | 3% | 1%
CC(=O)N1C[C@H]2CON(C)[C@H]2C[C@H]1c1cccc(-c2ccccc2C)c1 | -3% | · | · | 3% | -2 | -11% | 7% | · | ·
Cc1cc(/C=C(\C#N)C(=O)NCc2ccco2)c(C)n1-c1ccc(C(=O)O)cc1 | -4% | ? | 7% | 40µM* | -5 | 20µM* | ? | ? | -14%
Cc1ccc(SC[C@H](c2ccccc2)N2CCN(CC(C)C)CCC2=O)cc1 | -1% | -1% | 9% | 11% | 0 | -3% | -1% | -1% | 2%
C=CCn1c(SCC(=O)NCc2ccc3c(c2)OCO3)nc2scc(-c3ccccc3)c2c1=O | -4% | -14% | -2% | 14% | -5 | 3% | -2% | 26% | 4%
C#CCOCCOCCOCCNc1nc(N2CCN(C(=O)[C@H](CCCCN)n3cc(CN)nn3)CC2)nc(N2CCN(C(=O)[C@H](CCCCN)n3cc([C@@H](N)[C@H](C)CC)nn3)CC2)n1 | -3% | · | 0% | -6% | 1 | -26% | 27% | · | ·
O=C(CN1C(=O)c2cccc3cccc1c23)Nc1ccc(S(=O)(=O)N2CCOCC2)cc1 | -1% | 94%[activator] | ? | -5% | -2 | -8% | -7% | -17% | 0%
Cc1cc(F)ccc1S(=O)(=O)N1CCCCC1CCNC(=O)C(=O)NCc1ccccn1 (stereo unspecified) | -3% | · | 35% | 36%[activator] | -3 | -20% | -9% | · | ·
COc1ccc(N(C)S(=O)(=O)c2ccc(Cl)c(C(=O)NCCc3ccc(Cl)cc3)c2)cc1 | -3% | -8% | -3% | -3% | -1 | 2% | -17% | 1% | -17%
NC(=O)NC(=O)Nc1ccccc1Cl | -4% | -8% | -2% | 249%[activator] | 0 | -15% | -9% | 5% | 0%
NC(=O)C1CCN(C(=O)COc2ccc3c4c(c(=O)oc3c2)CCCC4)CC1 | 2% | -11% | 12% | 59%[activator] | 2 | -18% | -12% | -2% | 3%
COc1cccc(/C=N/c2nc3ccccc3n2C)c1O | -1% | -1% | 15% | 132%[activator] | 14 | -19% | -6% | 50% | -4%
N#CCCn1cc(C(=O)Nc2ccc(C(=O)O)cc2)c(-c2ccc([N+](=O)[O-])cc2)n1 | -2% | 4% | -6% | 15% | -2 | 6% | -20% | 16% | 1%
O=C(CSc1nc(=O)n(Cc2ccccn2)c2c1CCC2)Nc1ccc(F)cc1F | -5% | · | 6% | 41%[activator] | -3 | -16% | 7% | · | ·
CCCCc1ncc(CN2CCC(n3nccc3NC(=O)C(OC)c3ccccc3)CC2)[nH]1 (stereo unspecified) | -4% | -7% | -5% | -28% | -7 | -13% | 6% | 10% | 0%
Cc1ccc(C)c(Nc2nn3c(=O)c4ccc(C(=O)NC5CCCCC5)cc4nc3s2)c1 | -4% | -9% | · | -7% | -2 | 1% | 3% | 1% | -16%
COc1ccc(CCn2cc(C#N)c(=O)[nH]c2=O)cc1OC | 0% | -3% | 11% | 21% | -6 | -20% | 9% | 62% | -3%
CC1(C)CC(=O)C(C#N)=C(NCCCO)C1 | -5% | 31%[activator] | 1% | 18% | -6 | -6% | 6% | -6% | 5%
O=C(c1ccccc1F)N1CCN(Cc2ccccc2F)CC1 | -5% | -5% | -5% | 5% | -17 | 2% | -14% | 8% | 5%
Cc1cc(C)cc(N2Cc3ccccc3C2)c1 | -1% | ? | -2% | 24% | -2 | -18% | 2% | 18% | -6%
Nc1ccc(-n2ccnc2)cc1 | -2% | -4% | 19% | 2% | -2 | -19% | 0% | 25% | -2%
O=C(COC(=O)c1ccc(F)c(S(=O)(=O)N2CCOCC2)c1)NCc1ccccc1 | -5% | · | 28% | 100%[activator] | -2 | -25% | -6% | · | ·
O=C(c1ccco1)N1CCN(C2CC(=O)N(c3ccc4c(c3)OCO4)C2=O)CC1 (stereo unspecified) | -2% | -4% | 0% | 1% | -4 | -7% | -4% | 1% | -4%
Cc1ccc(-n2nc(C)c3nc(CCC(=O)Nc4cccc(F)c4)c(=O)n(C)c32)cc1 | 0% | 30%[activator] | · | -11% | 3 | -7% | -3%[60.1 µM] | -18% | -2%
O=C(CCNC(=O)c1ccco1)NCc1ccc(F)cc1 | 0% | · | -11% | 40% | 0 | -18% | 7% | · | ·
Cc1ccc(C(=O)N/C(=C/c2ccc(-c3cccc([N+](=O)[O-])c3)o2)C(=O)NCCCN(C)C)cc1 | -10% | ? | -6% | 61%[activator] | -5 | -26% | -11% | ? | 47%[activator]
CCOc1ccc(-c2c(C(=O)N/N=C(\C)c3ccco3)nnn2-c2nonc2N)cc1 | -3% | 7% | 9% | 19% | -7 | 12% | -3% | 9% | -3%
O=C(CSc1nc(O)cc(=O)n1C1CCCC1)Nc1cccc(Cl)c1Cl | 6% | -8% | -2% | 11% | 2 | -21% | -5% | -10% | -7%

Sorted by the number under Anesthetic bind (ascending): 3 from the list above.
SMILES,Anesthetic bind
Cc1ccc(C)c(Nc2nn3c(=O)c4ccc(C(=O)NC5CCCCC5)cc4nc3s2)c1,-9%
O=C(c1ccco1)N1CCN(C2CC(=O)N(c3ccc4c(c3)OCO4)C2=O)CC1 (stereo unspecified),-4%
COc1ccc(CCn2cc(C#N)c(=O)[nH]c2=O)cc1OC,-3%

Further records
SMILES | GRP78 ERSR act | Anesthetic bind | APEX1 inh | POLI inh | LDHA inh | Pol eta inh | Pol kappa inh | Pol beta inh | BLM helicase inh
CC(NC(=O)CCc1nnc(-c2ccc(-c3ccccc3)cc2)o1)c1nc2ccccc2[nH]1 (stereo unspecified) | -11% | -17% | -5% | 232%[activator] | 5 | -6% | 3% | 14% | -10%
C[C@@H]1CC[C@@H]2C(=O)N3[C@@H](CC[C@@H](C)[C@@H]3c3ccc(-c4ccco4)cc3)C(=O)N2[C@H]1c1ccc(-c2ccco2)cc1 | -6% | 6%[15.3 µM] | -2%[12.4 µM] | · | · | · | · | · | -23%[12.4 µM]
Cc1cnc(C(=O)OCC(=O)Nc2ccc(Cl)cn2)cn1 | 3% | · | -10% | 18% | -3 | -7% | 2% | · | ·
CCOC(=O)c1c(Nc2cccc(C)c2)nnc(-c2ccccc2)c1-c1ccccc1 | -1% | -13% | · | 8% | 5 | -12% | -14% | 1% | -15%
COC(=O)N1C(=O)[C@](c2ccsc2)(C(C)C)N1C(=O)OC | -6% | -17% | 59%[activator] | 13% | 1 | -6% | 7% | 7% | -1%
CCC(CC)C(=O)Nc1cc(-c2nc3cccnc3s2)ccc1C | -4% | -15% | · | 1% | 0 | -8% | -1% | 1% | 0%
O=C(CCc1c[nH]c2ccccc12)N1CCN(c2ccc(O)cc2)CC1 | 0% | -12% | -3% | 48%[activator] | 10 | -16% | 2% | 0% | 0%
CCOc1ccc(C(=O)NCC(=O)Nc2cc(C)ccn2)cc1OCC | 2% | · | 18% | 24% | -14 | -15% | -7% | · | ·
COC(=O)c1cc(S(=O)(=O)N(C)C2CCCCC2)oc1C | -3% | 0% | 2% | 155%[activator] | -10 | -3% | -4% | 23% | -4%
COc1ccc(OC)c(CN2CCN(S(=O)(=O)c3ccc(NC(C)=O)cc3)CC2)c1 | -3% | -9% | 9% | 9% | -10 | -9% | 2% | -17% | 1%
COc1ccc(N(Cc2cccs2)C(=O)COc2cccc(C)c2C)cc1 | -5% | 99%[activator] | · | ? | 1 | -24% | -29% | -17% | -12%
Cn1ncc(Cl)c1C(=O)N1CCc2ccccc21 | -3% | -5% | -2% | -2% | 4 | -7% | -10% | 8% | -4%
O=C1N/C(=N\N=C\c2cccs2)SC1Cc1cccc(Cl)c1Cl (stereo unspecified) | -3% | 0% | -1% | 20% | -7 | -21% | -4% | 14% | 2%
CC(=O)Nc1ccc(S(=O)(=O)N2CCN(c3cnn(C)c(=O)c3Cl)CC2)cc1 | 0% | -5% | 4% | 69%[activator] | 1 | -15% | 5% | -2% | -3%
CC(C)Cc1cc(C(=O)NCc2ccc(Cl)cc2)no1 | -1% | ? | · | 20% | -2 | -19% | 4% | -1% | -5%
Cc1ccc(N(Cc2ccccc2)C(=O)c2ccc(Cl)c(S(=O)(=O)N3CCOCC3)c2)cc1 | -1% | · | 4% | 22% | -3 | -22% | -5% | · | ·
Cc1cc(C)c(C)c(S(=O)(=O)N2CCC(C(=O)N3CC(C)CC(C)C3)CC2)c1C (stereo unspecified) | -2% | · | 8% | 14% | -2 | -2% | -13% | · | ·
CN(C)c1ccc(C2C3=C(CCCC3=O)OC3=C2C(=O)CCC3)cc1 | -3% | -5% | 7% | ? | 14 | ? | -16% | -7% | -14%
COc1ccc(NC(=O)CSc2nc3nc(C)c(Cc4ccccc4)c(C)n3n2)cc1OC | 0% | ? | · | -1% | -8 | -11% | 0%[60.1 µM] | 3% | 1%
Cc1cc(C)c(C(=O)CSc2nc(C)cc(C)c2C(N)=O)c(C)c1 | 3% | ? | -2% | 161%[activator] | -11 | -8% | -10% | 31% | -9%
CCc1nnc(NC(=O)CCC(=O)NC2CCCC2)s1 | -5% | 1% | 47%[activator] | 34% | 0 | -12% | -1% | 42% | 2%

This is a subset; count on the stated rates, not on these rows.
